Screening data deposited in PubChem BioAssay by National Center for Advancing Translational Sciences (NCATS).
TGFb inhibitor – blocks TGF-b signaling | Potency, µM (highest dose often 46.1 µM), without a hit: top-dose activity, negative = inhibition, hits mostly inhibitors | hit rate 1.2% among 410,000 | HepG2 CAGA-GFP TGF-b/SMAD3 reporter, GFP fluorescence, 18 h; TGF-beta stimulated, 500 pg/mL final | AID 588855; note: potency is the fitted concentration of half-maximal effect; % is set by controls: 0 for no effect and ±100 for the full control effect; nearly all actives have a fitted effect of over 65% in size
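Using HEPG2 CAGA-GFP reporter cells at 1000 cells/well, we pinned test compounds, stimulated with recombinant TGF-beta (500 pg/mL final) and measured total well GFP after 18 h.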
A549 viability – A549 cytotoxicity, counter-screen for Nrf2 inhibitors | hit rate 0.16% among 390,000 | A549 ARE-Fluc cells, CellTiter-Fluor viability, 18-24 h | Potency, µM (series often up to 46 µM), for the others: at the highest dose activity change, negative = cytotoxicity, usual class: inhibitors; note: potency is the fitted concentration of half-maximal effect; % is set by controls: 0 for no effect and ±100 for the full control effect
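A549 ARE_Fluc cells in 5% FBS OPTI-MEM were exposed to compounds in concentration-response for 18-24 h at 37 deg C. Viability was read by CellTiter-Fluor fluorescence (Ex 405/Em 525) after 30 min, before the luciferase read.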
MmCpn inh – inhibitors of Methanococcus maripaludis chaperonin (MmCpn) | purified Mm-Cpn ATPase, ADP Transcreener TR-FRET | Potency, µM (doses to about 76.9 µM), inactives show at the highest dose activity, negative = inhibition, actives largely listed as inhibitors | hit rate 0.031% among 330,000 | AID 504842; note: potency is the fitted concentration of half-maximal effect; % is set by controls: 0 for no effect and ±100 for the full control effect; nearly all actives have a fitted effect of over 80% in size
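Inhibition of chaperonin ATP hydrolysis is measured as reduced ADP production, detected by competitive TR-FRET in which signal falls with ADP. Final enzyme 25 nM and ATP 10 uM, reacted 30 min at 37°C.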
CCT modulator – changes cytosolic chaperonin activity | purified chaperonin ATPase assay, HTRF ADP detection, 30 min | activity change, % (no concentration beside the values), hits read low | hit rate 0.3% among 360,000 | AID 651819; in the data active = activity change below about -30%; note: % is set by controls: 0 for no effect and ±100 for the full control effect
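We incubate TRiC, 40 or 20 nM final, with library compounds at 76 uM and 10 uM ATP for 30 min at 37 °C. ADP formed is detected with Transcreener HTRF reagents after 30 min at room temperature.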
Abeta yeast res – A-beta toxicity reversal in yeast. yeast expressing A-beta42, growth rescue, OD600, 48 h; response scale: 0% DMSO, 100% iron-clioquinol control. Potency, µM (doses to about 46.1 µM), for the others: at the top dose growth rescue, actives largely listed as activators. hit rate 0.063% among 410,000. AID 1347071; note: potency is the fitted concentration of half-maximal effect; nearly all actives have a fitted effect of over 55% in size
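Growth rescue measured by 600 nm absorbance after 48 h yeast culture at 30 C with compound. Values normalized between DMSO and an equimolar ferric chloride plus clioquinol control.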
Nrf2 inh – blocks Nrf2 signaling; A549 ARE-Fluc reporter, luciferase luminescence, 18-24 h; Potency, µM (titrated, usually from 46 µM), for the others: at the top dose activity change, negative = inhibition, actives largely listed as inhibitors; AID 504444; hit rate 2.1% among 360,000; note: potency is the fitted concentration of half-maximal effect; % is set by controls: 0 for no effect and ±100 for the full control effect; nearly all actives have a fitted effect of over 60% in size
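A549 ARE_Fluc cells, 5000/well, 5% FBS OPTI-MEM; compounds in dose-response, 18-24 h at 37 °C/5% CO2; CellTiter-Fluor viability read (Ex 405/Em 525), then BugLite luciferase luminescence = Nrf2 activity.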
Nrf2 activator – activators of Nrf2 (ARE) signaling | AREc32 ARE-luciferase reporter (MCF7-derived line), luminescence, 24 h | Potency, µM (doses to about 46.1 µM), inactives show top-dose activation, hits mostly activators | hit rate 0.31% among 410,000; note: potency is the fitted concentration of half-maximal effect; % of control where 0% means no effect; nearly all actives have a fitted effect of over 65% in size
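Each well held 1000 AREc32 cells, which were incubated with compound for 24 hr at 37 deg C after overnight attachment, and ARE reporter activity was quantified by firefly luciferase luminescence.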
Akt phos inh – Akt phosphorylation inhibition; AID 651550; Neuro2A IGF-stimulated pAkt S473 HTRF, 20 min; hits give low values; activity change, % for hits at 50 µM; hit rate 0.32% among 360,000; in the data active = activity change below about -80%; inconclusive = mostly about -51% to -80%; note: % is set by controls: 0 for no effect and ±100 for the full control effect
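Neuro2A cells (4,500/well, DMEM with 0.5% FBS) were treated with compound at a single 50 µM final concentration, stimulated with 6 nM IGF for 20 min at 37 °C, and lysed. Phospho-Akt Ser473 was read by HTRF as 665/615 ratio ×10^4.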
HepG2 viability – HepG2 cytotoxicity, counter-screen for TGF-b inhibitors | HepG2 CAGA-GFP viability, ATP luminescence, 18 h | hit rate 0.76% among 410,000 | Potency, µM (highest dose often 46.1 µM), inactives show top-dose activity change, negative = cytotoxicity, hits mostly cytotoxic; note: potency is the fitted concentration of half-maximal effect; some results filed as inactive show a strong effect at the top dose
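CellTiter-Glo luminescence gave cytotoxicity after 18 hours at 37 degrees C. The cells were HepG2 CAGA-GFP in 1% FBS DMEM, stimulated with 500 pg/mL TGF-beta after compound addition. %Activity was normalised to no-cell wells (complete cell-killing) and DMSO (no toxicity), and curves were fitted and classified.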
The depositor's hits bear a star; i = inactive; ? = inconclusive; nt = no result given; & = joins results of further samples; [ ] = remark or other dose. Unless noted, calls come from the whole dose curve; as a rule, active = well fitted curve in the direction sought with a large enough effect; inconclusive = small, poorly fitted or top-dose-only effect, or another doubt; inactive = no such curve, though single readings can be large; an effect the other way counts as inactive or inconclusive.

Results follow in this order: TGFb inhibitor	A549 viability	MmCpn inh	CCT modulator	Abeta yeast res	Nrf2 inh	Nrf2 activator	Akt phos inh	HepG2 viability
1. COc1cc(C(C)=O)ccc1OCC(=O)Nc1ccccc1N1CCCCC1
    -28.2%	-0.8%	0.9%	2.9	-3.0%	-17.9%	2.5%	i	-15.7%
2. CCC(=O)c1ccc(SC(=O)N(C)C)cc1O
    -13.2%	0.9%	-3.6%	-1.2	2.2%	9.1%	0.5%	i	-8.6%
3. C=C(c1ccccc1O)n1ccnc1
    5.1%	-0.5%	-2.9%	1.2	-6.9%	-9.0%	-1.1%	i	6.2%
4. CCOc1ccc(-n2cnnn2)cc1S(=O)(=O)NC1CC1
    18.3%	11.7%	0.6%	1.8	7.2%	15.5%	-0.3%	i	-5.7%
5. O=C(Cc1ccc([N+](=O)[O-])cc1)N/N=C/c1ccc([N+](=O)[O-])o1
    15.8µM*	-22.4%	0.5%	-0.1	-11.9%	20.6µM*	6.0%	i	-114.5%
6. C=C(C)C1(O)OC(=O)C=C1OC (stereo unspecified)
    -11.8%	?	nt	1.2	-4.1%	-18.0%	?	i	-13.6%
7. COC(=O)CNC(=O)C(Cc1c[nH]c2ccccc12)NC(=O)Oc1ccccc1 (stereo unspecified)
    12.1%	2.0%	1.9%	1.4	-2.1%	-5.5%	-0.5%	i	26.7%
8. O=[N+]([O-])c1ccc(NC(=S)N2CCc3ccccc3C2)cc1
    -21.2%	1.9%	-0.2%	-12.0	-59.1%[inhibitor]	-10.5%	0.4%	i	-12.6%
9. COc1ccc(CNC(=O)c2ccc(S(=O)(=O)N3CCOCC3)cc2)cc1
    3.9%	-0.9%	-1.5%	0.8	9.7%	-3.2%	0.1%	i	8.2%
10. COc1ccc(CNC(=O)/C=C/c2cc([N+](=O)[O-])ccc2OC(F)F)cc1
    38.4%[activator]	-2.4%	-2.0%	-2.0	6.8%	nt	0.0%	nt	-15.0%
11. c1ccc(CCn2nnnc2C(c2cccnc2)N2CCN(c3nc4ccccc4s3)CC2)cc1 (stereo unspecified)
    ?	-10.8%	-0.1%	-2.4	-9.8%	?	3.8%	i	-32.2%
12. C=C1CCC(O)C2(C)CCC3C(C)C(=O)OC3C12O (stereo unspecified)
    0.0%	2.0%	0.2%	-1.6	2.1%	-17.5%	-1.7%	i	16.5%
13. O=C(Nc1cccnc1)c1ccc(CSc2ccccc2)cc1
    ?	0.4%	1.9%	0.8	4.2%	-4.1%	1.9%	i	-3.1%
14. O=C(OCc1ccc(Cl)c(Cl)c1)c1ccc[nH]1
    -15.9%	7.5%	0.7%	1.6	?	?	0.9%	i	2.9%
15. O=C(CSc1nnc(-c2cccs2)n1Cc1ccco1)Nc1ccc2c(c1)OCO2
    -20.3%	-1.5%	0.4%	-1.0	13.9%	2.4%	0.2%	nt	-1.1%
16. O=C(COC(=O)c1c(F)cccc1F)NCc1ccc2c(c1)OCO2
    0.6%	-0.8%	0.1%	1.1	-5.2%	4.7%	0.4%	i	-5.6%
17. Cc1ccc(CS(=O)Cc2ccc(C(=O)NC3CCCC(C)C3C)o2)cc1 (stereo unspecified)
    2.0%	-3.3%	0.6%	0.0	13.0%	-9.4%	-0.7%	i	3.1%
18. c1ccc(-c2ccccc2OCCCN2CCCC2)cc1
    13.3%	-6.3%	0.2%	-6.1	-5.7%	0.4%	-1.6%	i	4.9%
19. CCOC(=O)c1ccc(-c2ccc3ncnc(NCc4csc(C)n4)c3c2)o1
    -21.8%	nt	nt	nt	-10.1%	nt	9.1%	nt	-20.2%
20. O=C(CS(=O)(=O)Cc1ccccc1)Nc1ccc(S(=O)(=O)N2CCOCC2)cc1
    -28.5%	0.7%	1.1%	-4.9	5.2%	-1.5%	-0.4%	i	-14.4%

Shown screen by screen: two of the compounds above.
13. O=C(Nc1cccnc1)c1ccc(CSc2ccccc2)cc1
14. O=C(OCc1ccc(Cl)c(Cl)c1)c1ccc[nH]1

Assay by compound	13	14
TGFb inhibitor	?	-15.9%
A549 viability	0.4%	7.5%
MmCpn inh	1.9%	0.7%
CCT modulator	0.8	1.6
Abeta yeast res	4.2%	?
Nrf2 inh	-4.1%	?
Nrf2 activator	1.9%	0.9%
Akt phos inh	i	i
HepG2 viability	-3.1%	2.9%

(continued)
cpd	SMILES	TGFb inhibitor	A549 viability	MmCpn inh	CCT modulator	Abeta yeast res	Nrf2 inh	Nrf2 activator	Akt phos inh	HepG2 viability
21	Cc1nc2sc(C(c3ccco3)N3CC(C)OC(C)C3)c(O)n2n1 (stereo unspecified)	5.7%	0.1%	0.4%	1.0	12.5%	-1.7%	2.5%	i	7.5%
22	COc1cc(OC)cc(C(=O)N[C@H](C(=O)Nc2cc(F)ccc2C)C(C)C)c1	-10.0%	-0.1%	-0.3%	0.0	-8.8%	-5.5%	-0.4%	i	-6.3%
23	COC(=O)c1ccc(OC)c(CN2CCCN(Cc3ccc(F)cc3)S2(=O)=O)c1	-0.4%	1.8%	?	-3.6	-3.7%	-10.0%	-0.8%	i	5.7%
24	O=C(N/N=C/c1cccs1)c1cc(-c2ccc3ccccc3c2)n[nH]1	?	-3.4%	0.7%	-13.1	-2.5%	nt	5.2%	i	-41.2%
25	Nc1nonc1-n1nnc(C(=O)N/N=C/c2cccnc2)c1-c1ccccc1	11.7%	-1.4%	2.3%	-0.8	-3.9%	1.0%	0.2%	i	-3.4%
26	O=C(Nc1cccc(Cl)c1)Nc1ccccc1C(=O)O	-15.8%	?	2.3%	0.5	0.0%	?	-0.5%	i	-5.6%
27	Cc1cc(C)nc(NS(=O)(=O)c2ccc(NC(=O)c3ccccc3O)cc2)n1	-0.7%	1.0%	nt	nt	-20.1%	16.0%	0.0%	nt	-2.8%
28	COc1cccc(CC(=O)Nc2nc3ccccc3[nH]2)c1	-4.2%	9.2%	-0.8%	-2.7	-3.4%	-2.4%	0.5%	i	-15.2%
29	CC(C)NC(=O)CN(c1cccc(Br)c1)S(C)(=O)=O	-7.1%	-2.1%	0.2%	-2.0	0.5%	3.1%	-0.6%	nt	0.4%
30	CC(C)(NC(=O)N1CCCC1)c1cccc(C(C)(C)NC(=O)N2CCCC2)c1	13.6%	-8.7%	0.3%	-5.4	-3.8%	-7.0%	-0.5%	i	3.8%
31	C=CCOC(=O)C1=C[C@@H](c2coc3ccccc3c2=O)[C@H](CCCO)[C@@H](OCC)O1	-16.0%	-1.7%	nt	1.4	-6.4%	4.3%	5.9%	i	-10.8%
32	Cc1c(-c2ccccc2)n[nH]c1C(=O)N=Nc1c(O)[nH]c2ccccc12	?	-11.6%	0.6%	-2.3	5.2%	-3.5%	-0.2%	i	-44.8%
33	CCc1ccc(OCC(=O)NC(=S)Nc2ccc(C)cc2C)c(Br)c1	65.7%	2.1%	0.5%	-1.1	0.0%	10.2%	1.4%	i	-2.1%
34	Cc1ccc(S(=O)(=O)N2CCC(C(=O)OCC(=O)N(C)CC(=O)Nc3ccc(F)cc3)CC2)cc1C	-6.2%	-2.9%	0.4%	-0.3	-5.7%	-29.9%	-0.2%	i	-14.4%
35	CCCCNS(=O)(=O)c1ccc(OCC(=O)OC)cc1	0.6%	5.0%	0.6%	-1.2	0.0%	5.0%	-0.4%	i	-42.1%

Individual results from the results shown:
In Nrf2 activator, cpd 34 has the entry -0.2%
In CCT modulator, cpd 33 has the entry -1.1

Gathered by group, the entries above containing bromine (2)
cpd	SMILES	TGFb inhibitor	A549 viability	MmCpn inh	CCT modulator	Abeta yeast res	Nrf2 inh	Nrf2 activator	Akt phos inh	HepG2 viability
29	CC(C)NC(=O)CN(c1cccc(Br)c1)S(C)(=O)=O	-7.1%	-2.1%	0.2%	-2.0	0.5%	3.1%	-0.6%	nt	0.4%
33	CCc1ccc(OCC(=O)NC(=S)Nc2ccc(C)cc2C)c(Br)c1	65.7%	2.1%	0.5%	-1.1	0.0%	10.2%	1.4%	i	-2.1%

Further results follow:
cpd	SMILES	TGFb inhibitor	A549 viability	MmCpn inh	CCT modulator	Abeta yeast res	Nrf2 inh	Nrf2 activator	Akt phos inh	HepG2 viability
36	C[C@H](CO)N1C[C@H](C)[C@@H](CN(C)S(=O)(=O)c2cn(C)cn2)Oc2ccc(NC(=O)Nc3ccc4c(c3)OCO4)cc2C1=O	-19.7%	4.9%	0.9%	-1.2	-6.0%	?	1.6%	i	6.5%
37	COC(=O)CC(=O)Cc1nc(N)nc(Nc2ccc(C)c(C)c2)n1	-10.2%	12.1%	-3.1%	-0.1	-2.4%	?	-0.1%	i	-9.9%
38	Nc1c(O)cccc1C(=O)O	-5.4%	-15.7%	nt	-1.2	-32.7%	?	3.1%	i	8.5%
39	Cc1ccc(-n2nc3c([n+]2[O-])CCc2nonc2-3)cc1	?	3.3%	-0.3%	-4.8	-10.2%	?	2.7%	i	-3.1%
40	C[C@H]1CN(C2CCCCC2)C(=O)[C@@H]1CC(=O)NCc1ccccc1	?	0.1%	-0.2%	-0.2	-26.4%	1.5%	-1.1%	i	-1.9%&-0.4%
